Compound activity (PubChem)
bIAP inhibitor: bovine intestinal alkaline phosphatase inhibitors, primary screen, selectivity assay for TNAP inhibitor project, biochemical, bovine IAP, CDP-star luminescence; inhibition, % at 20 µM; 190,000 tested, under 10 active; purified bovine IAP, 30 min;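 active = over 50% inhibition of intestinal alkaline phosphatase at 20 µM in the single-dose screen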
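Incubation: 30 min reaction at room temperature / Material: purified bovine intestinal alkaline phosphatase (IAP) enzyme / Input: enzyme at 1/65,000,000 dilution / Dosing: 20 µM single dose / Signal: CDP-star luminescence signal / Reagent: CDP-star chemiluminescent phosphatase substrate, 30 µM final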
Efa HMGR inh: inhibitors of E. faecalis class II HMGR, primary screen, biochemical, Enterococcus faecalis. actives 0.41% (n = 190,000). purified E. faecalis HMGR, NADPH absorbance 340 nm kinetic. inhibition, % at 10 µM. HMG-CoA reductase (Enterococcus faecalis, mvaE). AID 1066, 2008;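 active = inhibition above a set limit, the median over all tested compounds plus 3 SD, cut at about 9.5% in these data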;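 note: enzyme runs in reverse so mevalonate oxidation gives rising NADPH absorbance; 0% = complete reaction with DMSO and 100% = background rate lacking mevalonate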
ROMK mod: ROMK potassium channel modulators, primary screen, cell-based, thallium flux, MLSMR library. ATP-sensitive inward rectifier potassium channel 1 (Homo sapiens), P48048. Tet-inducible ROMK, thallium flux fluorescence; actives lie on both sides. B-score at 10 µM. actives 2% (n = 130,000). AID 1918, 2009;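 active = signal ratio slope over the read window, or its plate-corrected B-score, at least 3 SD from the plate mean, either direction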;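 note: B-score of the F/F0 ratio slope over 7 to 12 s after thallium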
Target sequence (P48048 whole entry, looked up): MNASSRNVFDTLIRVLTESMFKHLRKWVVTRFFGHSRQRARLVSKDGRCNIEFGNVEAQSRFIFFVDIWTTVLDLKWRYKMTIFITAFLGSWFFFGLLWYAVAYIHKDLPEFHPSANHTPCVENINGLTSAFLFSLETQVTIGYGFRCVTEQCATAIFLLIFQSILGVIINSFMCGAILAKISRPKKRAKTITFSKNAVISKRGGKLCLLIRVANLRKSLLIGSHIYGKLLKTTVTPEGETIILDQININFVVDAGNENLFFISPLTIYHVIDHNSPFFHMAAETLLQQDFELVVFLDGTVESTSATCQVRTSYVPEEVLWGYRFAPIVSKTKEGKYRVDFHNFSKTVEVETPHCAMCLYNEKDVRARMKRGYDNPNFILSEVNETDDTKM
Lmaj promast: Leishmania major promastigote growth inhibition, primary screen. Leishmania major promastigotes, resazurin fluorescence viability. inhibition, % at 10 µM. actives 9% (n = 200,000); in the data active = inhibition above about 50%;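 note: promastigotes grown with compound for 44 hours at 28 °C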
S1P3 antagonist: S1P3 receptor antagonists, primary screen, cell-based; CHO S1P3 NFAT-BLA reporter, FRET fluorescence, antagonist mode; actives 0.27% (n = 170,000); inhibition, % at 4.98 µM;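 active = inhibition above the plate cutoff, the mean inhibition of test wells on that plate plus 3 SD, cut at about 28% in these data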;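 note: cells challenged with S1P at its EC80 of 0.8 µM; blue over green emission ratio from cleaved BLA substrate after 4 h stimulation; 0% = S1P-stimulated wells and 100% = unstimulated DMSO-only wells; some compounds past the cut are filed as inactive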
PPARg SRC3 recr: PPARgamma agonists recruiting SRC-3 coactivator, primary screen, biochemical | Peroxisome proliferator-activated receptor gamma (Homo sapiens), P37231 | biochemical PPARgamma/SRC-3 coactivator recruitment assay | activation, % at 8 µM | actives 0.26% (n = 200,000); in the data active = activation above about 23%;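 note: 0% = DMSO and 100% = reference agonist; some compounds past the cut are filed as inactive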
Target sequence (P37231 whole entry, looked up): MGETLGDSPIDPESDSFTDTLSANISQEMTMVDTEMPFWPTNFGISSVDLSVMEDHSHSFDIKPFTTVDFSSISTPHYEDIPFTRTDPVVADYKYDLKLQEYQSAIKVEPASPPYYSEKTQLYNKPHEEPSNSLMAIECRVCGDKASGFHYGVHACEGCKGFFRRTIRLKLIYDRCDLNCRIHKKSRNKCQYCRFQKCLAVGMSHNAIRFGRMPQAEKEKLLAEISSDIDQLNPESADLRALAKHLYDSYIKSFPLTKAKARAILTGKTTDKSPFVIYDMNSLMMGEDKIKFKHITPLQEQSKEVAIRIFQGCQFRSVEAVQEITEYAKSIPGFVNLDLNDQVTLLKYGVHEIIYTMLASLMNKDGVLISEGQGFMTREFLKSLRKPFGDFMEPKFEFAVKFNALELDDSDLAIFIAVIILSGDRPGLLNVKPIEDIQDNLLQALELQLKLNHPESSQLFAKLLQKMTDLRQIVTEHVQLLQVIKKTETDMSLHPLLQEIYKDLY
SRC2 TRFRET art: TR-FRET signal artefacts, primary screen, artefact control for PPARgamma SRC-2 agonist project, biochemical; TR-FRET artefact counter-screen; stronger effect = higher value; TR-FRET ratio at 8 µM; actives 0.4% (n = 200,000); AID 1049, 2008; in the data active = TR-FRET ratio above about 2000; note: inactives centre near 1500
RAM inhibit: inhibitors of the yeast RAM network, primary screen, dse1pr::URA3 reporter, 5-FOA selection | inhibition, % at 50 µM | AID 868, 2007 | actives 1.8% (n = 190,000) | S. cerevisiae dse1pr::URA3 reporter, 5-FOA growth OD615, 2 d; analog-sensitive cbk1-as2 kinase mutant strain;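 active = inhibition above a set limit, 3 SD over mean compound inhibition, cut at about 8.4% in these data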;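 note: 0% = DMSO-only wells with no growth and 100% = 10 µM 1-NA-PP1 full growth; inhibition rescues growth on 5-FOA so higher OD means more RAM inhibition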
PPARg SRC-1 ag: PPARgamma agonists recruiting SRC-1 coactivator, primary screen, biochemical. Peroxisome proliferator-activated receptor gamma (Homo sapiens), P37231. PPARgamma-SRC-1 coactivator recruitment biochemical assay. activation, % at 8 µM. actives 0.41% (n = 200,000). AID 631, 2007; in the data active = activation above about 19%;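 note: 0% = DMSO and 100% = reference agonist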
PPARg SRC2 recr: agonists of PPARg-SRC-2 recruitment, primary screen, biochemical, HTS. AID 1032, 2008. Peroxisome proliferator-activated receptor gamma (Homo sapiens), P37231. PPARgamma LBD-SRC-2 recruitment. activation, % at 8 µM. actives 0.34% (n = 200,000); in the data active = activation above about 22%;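 note: 0% = vehicle and 100% = reference agonist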
DTT redox prof: compounds producing H2O2 with reducing agent – biochemical, NIH compound library profiling, artefact control for MLSCN library redox annotation, primary screen; DTT-dependent redox cycling H2O2, phenol red/HRP absorbance; 100% = 100 µM peroxide control, 0% = buffer; activation, % at 10 µM; actives 0.03% (n = 200,000);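 active = activation of at least 50% relative to the plate's high and low controls in the primary single-dose screen; inactive = activation below 50%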;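 note: compound incubated with DTT at 0.8 mM final as the reducing agent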
Numbers without * were called inactive; / = no result given.

The first 2 compounds, ahead of the listing:
SMILES	bIAP inhibitor	Efa HMGR inh	ROMK mod	Lmaj promast	S1P3 antagonist	PPARg SRC3 recr	SRC2 TRFRET art	RAM inhibit	PPARg SRC-1 ag	PPARg SRC2 recr	DTT redox prof
C[N+]1=C(/C=C/Nc2ccccc2Cl)C(C)(C)c2ccccc21	11	-6	/	98*	-10	-4	1515	1.9	-1	-1	0.2
O=C(CCn1c2c(c3ccccc31)CCCC2)NNC(=O)c1cccc([N+](=O)[O-])c1	15	-3	-0.43	8	-15	-2	1576	0.5	-8	-3	0.2

All compounds of this part, from the first entry:
SMILES	bIAP inhibitor	Efa HMGR inh	ROMK mod	Lmaj promast	S1P3 antagonist	PPARg SRC3 recr	SRC2 TRFRET art	RAM inhibit	PPARg SRC-1 ag	PPARg SRC2 recr	DTT redox prof
C[N+]1=C(/C=C/Nc2ccccc2Cl)C(C)(C)c2ccccc21	11	-6	/	98*	-10	-4	1515	1.9	-1	-1	0.2
O=C(CCn1c2c(c3ccccc31)CCCC2)NNC(=O)c1cccc([N+](=O)[O-])c1	15	-3	-0.43	8	-15	-2	1576	0.5	-8	-3	0.2
Cc1ccc(NC(=O)CN(c2ccc(Cl)cc2)S(=O)(=O)c2cc([N+](=O)[O-])ccc2Cl)c(C)c1	-6	-3	-1.7	98*	0	-2	1546	5.1	6	0	-0.1
COc1ccc(C(=O)NNC(=O)C(=O)NC(C)c2ccccc2)cc1OC (centres undefined)	-55	-7	-0.65	-3	1	-6	1368	3.2	0	-8	0.5
CC(NC(=O)c1ccc(Br)cc1)c1ccccc1 (centres undefined)	2	0	-0.14	-2	2	1	1557	0.8	5	3	-0.2
Cc1ccccc1N1CCN(C(=O)c2ccccc2NC(=O)C2CC=CCC2C(=O)O)CC1 (centres undefined)	0	-1	0.71	-10	/	-2	1464	-0.3	-2	-1	0.3
CCOc1ccc(Cc2nnc(SCC(=O)c3ccc(OC)cc3)o2)cc1	5	/	/	-6	/	-1	1480	5.8	1	-5	0.5
Cc1ccc(C(=O)N(Cc2cccnc2)Cc2cc3cc(C)ccc3n3nnnc23)cc1	-14	1	-0.51	96*	-8	1	1720	-0.7	4	7	-0.8
O=C(c1ccco1)N1CCN(C(=O)c2ccccc2NS(=O)(=O)c2ccc(F)cc2)CC1	-3	-3	0.15	8	-29	-5	1323	0.4	-4	-3	-1.3
Cc1c(C(N)=O)sc2ncn(CC(=O)N3CCC(C)CC3)c(=O)c12	-2	-4	-0.026	-3	/	-9	1378	0.3	-2	-4	0.2
Cc1noc(NS(=O)(=O)c2ccc(NC(=O)CCn3c(=O)oc4ccccc43)cc2)c1C	3	1	/	-4	-39	7	1653	1.7	3	8	-3.7
Cn1c(=O)c2cc(NCc3ccccc3)nnc2n(C)c1=O	4	0	/	-1	/	-2	1525	0.0	-1	9	0.1
CCOC(=O)c1cc(-c2ccccc2)n(CC(=O)O)c1C	-3	-4	0.062	-5	-2	2	1805	1.1	3	0	-0.6
COc1cc(OC)cc(C(=O)n2nc(C)cc2C)c1	-11	-4	/	-4	/	7	1389	1.4	0	1	0.4
COc1cc(CCC(=O)OCC(=O)Nc2ccc(C(N)=O)cc2)cc(OC)c1OC	-5	2	1.2	-7	3	0	1751	0.5	3	2	-2.5
O=C(CN1CCN(S(=O)(=O)c2ccc(F)cc2)CC1)Nc1ccc2c(c1)OCO2	3	-9	/	2	-35	9	1717	0.8	-4	-1	8.1
Cc1ccc(N(C)S(=O)(=O)c2cccc(C(=O)Nc3nc4ccccc4[nH]3)c2)cc1	7	-2	0.27	90*	-6	4	1615	6.8	5	10	-0.3
O=C(CN1CCCCC1)Nc1ccc(NC(=O)c2ccc(Cl)cc2)cc1Cl	-3	-2	/	4	/	6	1708	1.1	3	5	2.7
O=C(CCc1nnc(-c2ccc3c(c2)OCO3)o1)NC(c1ccccn1)C(F)(F)F (centres undefined)	3	1	0.67	20	17	6	1516	0.4	1	4	-0.7
Cc1ccc(S(=O)(=O)N2CCCCC2)cc1NC(=O)COC(=O)c1c(F)cccc1F	-1	-1	-0.66	2	-7	4	1344	5.7	-3	7	-2.4
O=C1CCCC(=O)C1CS(=O)(=O)c1ccccc1	6	0	-0.24	-5	-7	6	1529	0.0	5	-1	-1.5
COc1cc(C(=O)c2ccccc2Cl)c([N+](=O)[O-])cc1OC	15	-3	0.39	0	-4	1	1419	1.9	0	0	0.1
CSc1ccc(OC2CCN(Cc3ccccc3)CC2)cc1	11	-3	-2	94*	-2	2	1347	1.1	1	15	-0.8
COc1ccc(Nc2nc3c(C)cccc3cc2C#N)c(OC)c1	4	-4	-0.95	-5	-20	6	1566	12*	8	15	0.5
O=C(COc1ccccc1)Nc1ncc2c(n1)CCCC2=O	9	1	/	-2	-12	8	1682	1.4	5	8	1.6
Cc1cccc(-n2cnc(C(=O)NNC(=S)Nc3ccc(Cl)cc3)c2)n1	-18	-3	-0.53	100*	-18	6	1667	5.2	1	9	-1.0
COc1ccc(C(CC(=O)O)NC(=O)c2ccco2)cc1OC (centres undefined)	10	0	-0.031	-3	-12	6	1553	0.1	0	6	2.7
CC(C)c1ccc(C(=O)N2CCN(c3cnn(C)c(=O)c3Cl)CC2)cc1	-2	-1	-0.78	23	-6	3	1625	-0.7	3	2	-0.3
O=C(Nc1c(C(=O)Nc2ccc3c(c2)OCCO3)cnn1-c1ccccc1Cl)c1ccco1	5	-1	/	1	-13	7	1575	1.2	2	0	1.1
COc1cccc(C(=O)Nc2nnc(C(C)C)s2)c1	1	-3	0.39	1	/	-6	1426	1.5	0	-4	0.5
Cc1noc(C)c1COc1cccc(C(=O)Nc2ccc3c(c2)OCO3)c1	11	-2	0.51	8	6	1	1539	2.5	0	-5	-0.2
Nc1c(N(CCO)C(=O)/C=C/c2ccco2)c(=O)[nH]c(=O)n1Cc1ccccc1	1	2	-0.21	23	-16	1	1384	-0.3	-7	-2	-0.7
O=c1cc(CN2CCN(C/C=C/c3ccccc3)CC2)c2cc(O)c(-c3ccccc3)cc2o1	-7	-3	0.92	80*	7	-2	1504	-0.9	3	4	0.5
COc1cc(/C=C/c2cc(OC(C)=O)c3ccccc3n2)c(OC(C)=O)c([N+](=O)[O-])c1	50	0	0.53	8	/	-4	1577	2.9	1	-1	0.1
Cc1c(C(=O)O)nnn1-c1ccccc1	8	0	/	-4	-26	-11	1579	-1.1	8	7	1.9
CC(C)C(=O)N1N=C2CCCCC2C1(O)C(F)(F)F (centres undefined)	1	2	0.63	-6	5	-2	1600	0.4	2	2	-0.1
COC(=O)c1cnn(-c2nc(OC)cc(OC)n2)c1C	0	-12	/	-2	3	0	1648	-0.4	-1	-6	-0.5
CC1CN(C2CCN(C(=O)c3ccccc3)CC2)CC(C)O1 (centres undefined)	2	-3	0.55	39	/	4	1601	-0.5	13	7	-2.2
O=C(NNC(=O)C1CCCO1)c1ccccc1Cl (centres undefined)	-48	2	/	-5	/	-2	1432	1.3	10	-4	2.2
Cc1ccc(N(C(=O)CCC(=O)Nc2cc(C)on2)C(C(=O)NC2CCCC2)c2ccncc2)cc1 (centres undefined)	-6	-3	/	-3	-10	-2	1612	-0.8	10	1	-0.8
COC(=O)c1cc2oc(C)cc2n1CC(=O)N(C)c1ccccc1	1	-1	0.16	-3	3	8	1355	0.4	1	8	0.5
N#Cc1nc(COc2ccc(F)cc2)oc1N1CCCC1	23	0	-0.078	0	/	4	1415	0.7	-5	-3	2.2
CCCCC(NC(=O)c1cccc(Br)c1)C(=O)O (centres undefined)	2	2	-1	21	1	6	1551	-0.2	8	9	-0.6
COc1ccc(-n2c(SCC(N)=O)nnc2-c2cccnc2)cc1	-20	-8	/	-4	/	12	1572	-0.5	2	13	1.5
COc1ccc(C2=C(C#N)C(=O)OC2)cc1	-1	-6	/	-5	/	11	1497	0.9	6	9	-5.7
COc1ccc(C2CC(C(F)(F)F)n3ncc(C(=O)Nc4c(C)n(C)n(-c5ccccc5)c4=O)c3N2)cc1 (centres undefined)	-2	1	-6.1*	-10	/	-7	1377	0.1	6	-7	0.0
Cc1cccc(C)c1NC(=O)c1ccc(-n2cncn2)nc1	2	-2	/	-4	/	-3	1546	0.0	0	11	0.9
CCn1cc(/C=N\NC(=O)Cc2ccc(Cl)cc2)cn1	4	-1	-0.47	-6	-1	0	1555	0.4	0	2	-0.4
Cc1ccc(S(=O)(=O)NNC(=O)c2csnn2)cc1	-6	-5	/	-5	-5	4	1426	2.5	-7	7	0.7
O=C(NCCO)Nc1ccc(Cl)cc1	-8	-3	1.2	-2	-23	0	1540	0.6	-5	3	-0.7
Cc1cccc(NC(=O)CSc2nnc(CNC(=O)c3cccs3)o2)c1C	-20	1	-0.49	18	2	-1	1547	0.5	3	-1	4.7
Cc1cccc(NS(=O)(=O)c2cccc3nonc23)c1	-36	-2	0.81	-3	-6	-2	1433	1.8	-3	-5	0.0
CC(Oc1ccccc1)C(=O)NCc1cccnc1 (centres undefined)	11	-2	0.46	-6	-8	-4	1471	-0.1	3	3	2.1
CC1CN(C(c2ccco2)c2sc3ncnn3c2O)CC(C)O1 (centres undefined)	7	0	/	-6	-13	3	1633	1.0	-5	5	0.3
O=C(NNC(=O)c1cccs1)Nc1cccc(Cl)c1	-5	2	/	3	/	-5	1299	6.6	-12	-4	-4.4
Cc1nn(S(=O)(=O)c2ccc([N+](=O)[O-])cc2)c(C)c1Sc1ccccc1	/	/	/	-6	/	1	1585	/	6	-2	3.0
CC(=O)N1CCN(S(=O)(=O)c2cccc(C(=O)NC3CCC(C)CC3)c2)CC1 (centres undefined)	5	1	-0.0012	-5	-8	7	1541	2.4	4	4	0.2
Cc1ccc(NC(=O)CCSc2ccccn2)cc1	13	-2	/	-4	-6	0	1407	1.0	6	-1	-0.6
O=C1NC(Cc2ccccc2)C(=O)N1Cc1cc([N+](=O)[O-])cc2c1OCOC2 (centres undefined)	9	-5	0.67	-8	-11	0	1751	1.2	4	6	-0.1
COc1ccc(Nc2nnc(SCC(=O)Nc3ccc4[nH]c(=O)[nH]c4c3)s2)cc1	-22	2	0.32	1	-29	6	1601	10*	8	9	0.5
CCOC(=O)/C(=N\Nc1ccccc1Cl)N1CCN(Cc2ccccc2)CC1	0	2	/	7	7	0	1499	-1.5	2	2	0.3
COc1ccc(Cc2nc(-c3ccc(Br)o3)no2)cc1OC	8	-5	/	11	-20	2	1592	1.1	0	2	-2.0
